# Source: PubChem (Broad Institute)
# PGC1a acetyl inh: lowers PGC1a acetylation signal in U2OS cells; AlphaScreen anti-acetyl-lysine; with virally co-expressed GCN5 acetyltransferase; inhibition, % at 15.6 µM; hit rate 0.17% among 350,000;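 active = every replicate shows inhibition of at least 40%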;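 note: 0% = neutral control wells and 100% = positive control wells; some results beyond the cut were filed as inactive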
# EWS-Fli block: EWS/Fli transcriptional activity inhibition; A673 NR0B1-luciferase reporter, viability-normalised; inhibition, % at 12.6 µM; hit rate 0.67% among 350,000;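 active = mean inhibition of at least 50% after viability correction, with every replicate also passing that limit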;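 note: firefly luciferase signal divided by Alamar Blue viability fluorescence both relative to DMSO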
# Cneo AK release: causes C. neoformans cell lysis. AID 651654. adenylate kinase release luminescence, 4 h; normalised: neutral wells 0, clomiphene wells 100. lysis activity, % at 15 µM. hit rate 0.2% among 360,000;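 active = mean lysis activity across replicates of at least 80%, whatever share of replicates individually reach that level; inactive = mean lysis activity below 80%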
#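 Test system: log-phase Cryptococcus neoformans yeast cells. Input: 5 × 10^6 yeast cells/mL. Medium: fresh YPD growth medium. Doses: single dose. Incubation: static 4 h at 37 °C with compound, 1 h detection. Measured by: luminescent adenylate kinase detection reagent. Read-out: signal increase indicating cell lysis. Benchmarks: Clomiphene.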
# PAX8 reporter: PAX8 transcriptional activity inhibition. RMG-I TPO-luciferase reporter, SteadyGlo, 24 h. inhibition, % at 12.6 µM. hit rate 1.2% among 360,000;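 active = mean replicate inhibition at least 60% with every replicate also reaching 60%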;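 note: luciferase light reporting Pax8 driven TPO promoter activity; plate controls were median of neutral control wells for no effect and mitoxantrone controls for full effect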
# Casp6 inh: inhibitors of human caspase-6 | inhibition, % at 12.5 µM | purified caspase-6, Z-VEID-R110 cleavage fluorescence | hit rate 0.53% among 350,000 | P55212;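 active = mean inhibition across replicates at least about 35%, with every replicate also reaching that limit, limit read from the data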;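 note: 0% = median of neutral control wells and 100% = no fluorescence left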
# Target sequence (P55212 24-179 limits assumed): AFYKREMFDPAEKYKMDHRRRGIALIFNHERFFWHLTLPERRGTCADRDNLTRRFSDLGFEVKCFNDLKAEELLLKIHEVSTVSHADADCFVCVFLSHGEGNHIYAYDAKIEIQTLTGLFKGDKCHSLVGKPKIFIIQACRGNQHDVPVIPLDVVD
# Target sequence (P55212 194-293 limits assumed): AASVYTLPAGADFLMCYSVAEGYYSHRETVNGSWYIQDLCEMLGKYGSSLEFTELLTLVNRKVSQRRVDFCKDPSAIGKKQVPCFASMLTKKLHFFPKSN
# LGR2 antag: blocks bursicon-induced cAMP signaling via Drosophila LGR2; HEK293 LGR2, CRE-luciferase, bursicon-stimulated, 4 h; inhibition, % at 9.99 µM; hit rate 0.35% among 380,000; AID 720647;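 active = drop in luminescence signal, shown as inhibition above about 50% in the replicate tests, limit read from the data, passing the limit was not always enough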;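 note: agonist challenge used bursicon conditioned medium at about half maximal strength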
# FN deposition inh: fibronectin deposition inhibition. AH1F fibroblasts, Alexa488-fibronectin deposition fluorescence, overnight. inhibition, % at 12.6 µM. hit rate 0.086% among 350,000. AID 743247;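 active = mean inhibition across replicates of 30% or more, regardless of how many single replicates reach that level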;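 note: positive control wells lacked labelled fibronectin entirely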
#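 Material: AH1F fibroblasts assembling fluorescent fibronectin matrix; amount: 10000 AH1F cells/well; medium: DMEM, 2% serum; reagent: Alexa488-fibronectin, 24 nM final in well; dosing: single compound dose, delivered by pin transfer; incubation: 1 h adhesion, overnight exposure; detection: fluorescence after three HBSS washes, excitation 485 nm, emission 525 nm; measure: fibronectin deposition inhibition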
# miR122 inh: blocks miR-122 activity in Huh7 sensor cells | activation (reporter increase), % at 12.5 µM | Huh7 miR-122 Renilla luciferase sensor, 48 h; neutral wells = 0, positive control = 100 | hit rate 0.3% among 340,000;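 active = mean replicate activation score at least 90 and every replicate individually at or above 90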;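 note: higher luciferase means less miR-122 activity so hits act as miR-122 inhibitors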
# An asterisk follows results filed as active; · = not tested or not shown; & = joins results of further samples; [ ] = another dose, or the depositor's remark.
SMILES,PGC1a acetyl inh,EWS-Fli block,Cneo AK release,PAX8 reporter,Casp6 inh,LGR2 antag,FN deposition inh,miR122 inh
C=CCc1cccc(/C=N/NC(=O)C[n+]2ccccc2)c1O,12,9,0,24,-30,18,9,2
Cc1cc(NS(=O)(=O)c2ccc(NC(=O)/C=C/c3ccccc3)cc2)nc(C)n1,5,-5,-3,-4,1,17,6,-3
C[C@@H]1CN([C@H](C)CO)S(=O)(=O)c2ccc(C#Cc3cccc(F)c3)cc2O[C@H]1CN(C)S(=O)(=O)c1ccccc1F,-36,12,49,·,2,19,-3,-4[16.7 µM]
O=C(Cn1ccc([N+](=O)[O-])n1)N1CCCCCC1,0,8,0,-1,1,·,10,3
Oc1ccc(-c2cnc3c(Nc4cccc(OC(F)(F)C(F)F)c4)nccn23)cc1,·,25,-2,19,-1,-13,2,28
COc1ccc(CNc2ccc3c(c2)nc(C)n3C)cc1,1,·,0,·,·,-18,·,0
CCc1ccc(N(C(=O)c2csnn2)C(C(=O)NC2CCCCC2)c2ccncc2)cc1 (configuration not stated),·,0,-2,-30,1,-29,-5,·
COC(=O)N1C[C@H](OC(=O)c2ccc(-c3ccccc3)cc2)[C@H]2C[C@@H]1c1ccccc1O2,·,-12,·,-4,-3,17,-2,·
O=C(NNC(=O)c1nn(-c2ccc(F)cc2)ccc1=O)c1ccc(Cl)cc1,15,2,1,-21,-5,1,-8,1
O=C(NCCN1CCCC1)[C@@H]1[C@@H](CO)[C@@H]2Cn3c(cccc3=O)[C@H]1N2C(=O)NC1CCCC1,-1,-12,·,-31,-35,8,·,·
CC[C@H](C)[C@@H](C(=O)N1CCNCC1)n1cc([C@@H](N)CO)nn1,·,-8,2,-6,-12,-10,-15,·
Cc1ccc(N2CC(C(=O)Nc3cc(C)on3)CC2=O)c(C)c1 (configuration not stated),·,4,-1,-7,-4,4,-4,·
Cc1ccccc1-n1c(=O)cc(N2CC(C)OC(C)C2)[nH]c1=O (configuration not stated),-11,·,1,·,·,-9,0,-1
CCN(CC(=O)Nc1sc2c(c1C#N)CCCC2)Cc1nc2ccccc2c(=O)[nH]1,0,3,0,10,-2,-9,·,11
CC(Sc1nnc(Cc2cccs2)n1C)C(=O)Nc1ccc(C(N)=O)cc1 (configuration not stated),·,8,1,-3,3,-6,-2,·
Cc1c(C(=O)c2ccc(F)cc2F)c2ccccn2c1CCc1ccccn1,·,-4,·,23,16,-16,-30,·
COc1ccc(-c2cc(C(F)(F)F)n3nc(N)nc3n2)cc1,-2,-18,·,·,3,-53,·,-13
O=C(Nc1ccccc1-c1nc2ccccc2s1)C1=COCCO1,·,-2,·,0,0,·,12,·
CCOC(=O)c1cnc(SC)nc1Nc1cccc2ccccc12,-9,·,0,·,·,·,8,-6
CCOC(=O)Cn1c(-c2ccccc2)nc2ccccc2c1=O,13,·,-3,·,·,9,-1,4
COc1ccc(NC(=O)Nc2ccc3c(c2)C(=O)N([C@@H](C)CO)C[C@@H](C)[C@H](CN(C)C(=O)CCC(F)(F)F)OCCCC[C@H](C)O3)cc1,2,-6,-2,-20,·,-4,·,-8[16.7 µM]
C[C@@H]1CN([C@H](C)CO)C(=O)c2cc(NS(=O)(=O)c3cn(C)cn3)ccc2O[C@@H](C)CCCCO[C@@H]1CN(C)CC1CC1,-2,·,40,-25,-3,-7,·,-1[16.7 µM]
O=C(O)CS(=O)CC(=O)NCc1cccc(C(F)(F)F)c1 (configuration not stated),0,5,·,9,1,10,·,-12
COc1ccc(C(=O)Nc2ccc(CN3C(=O)[C@]4(O[C@H](CC(=O)N5Cc6ccccc6C[C@H]5CO)[C@@H]([Si](C)(C)c5ccc(OC)cc5)[C@@H]4C)c4ccccc43)cc2)cc1,·,-2,2,92*,0,·,·,·

# Entries of single compounds, looked up by structure. Order of values: PGC1a acetyl inh | EWS-Fli block | Cneo AK release | PAX8 reporter | Casp6 inh | LGR2 antag | FN deposition inh | miR122 inh
# `CC(Sc1nnc(Cc2cccs2)n1C)C(=O)Nc1ccc(C(N)=O)cc1` (configuration not stated) is listed as · | 8 | 1 | -3 | 3 | -6 | -2 | ·
# `O=C(Nc1ccccc1-c1nc2ccccc2s1)C1=COCCO1` is listed as · | -2 | · | 0 | 0 | · | 12 | ·
# `CCN(CC(=O)Nc1sc2c(c1C#N)CCCC2)Cc1nc2ccccc2c(=O)[nH]1` is listed as 0 | 3 | 0 | 10 | -2 | -9 | · | 11
# `CC[C@H](C)[C@@H](C(=O)N1CCNCC1)n1cc([C@@H](N)CO)nn1` is listed as · | -8 | 2 | -6 | -12 | -10 | -15 | ·
# `C=CCc1cccc(/C=N/NC(=O)C[n+]2ccccc2)c1O` is listed as 12 | 9 | 0 | 24 | -30 | 18 | 9 | 2

# The results go on.
SMILES,PGC1a acetyl inh,EWS-Fli block,Cneo AK release,PAX8 reporter,Casp6 inh,LGR2 antag,FN deposition inh,miR122 inh
CO[C@@H]1CN(C)C(=O)c2ccc(NS(C)(=O)=O)cc2OC[C@H](C)N(C(=O)C2CCCC2)C[C@H]1C,0,·,·,-21,3,2,-9,·
O=C(NC1CCCCC1)C(c1ccc(F)cc1)N(Cc1ccco1)C(=O)CN1C(=O)c2ccccc2S1(=O)=O (configuration not stated),·,7,·,102*,0,23,-6,·
O=[N+]([O-])c1cc(CSC2=NCCN2)ccc1O,0,3,6,-7,-4,9,-3,2
O=C(COC(=O)C1=NNC(=O)CC1)NCCc1ccccc1,·,5,0,-11,2,-28,-3,-2
COc1ccc(CNC(=O)CCCN2C(=O)NC3(CCCC3)C2=O)cc1,-1,-7,0,-4,-3,8,3,-7
CN=c1sc2ccccc2n1CC(O)COc1ccccc1 (configuration not stated),·,-10,-3,·,-4,7,·,19
COCC(=O)Nc1ccc2c(c1)C(=O)N(C)[C@@H]1CC[C@H](CC(=O)NCCc3ccncc3)O[C@H]1CO2,2,2,-3,15,0,6,-6,25[16.7 µM]
Cc1ccc(-c2nc(N/N=C/c3ccncc3)c3ccccc3n2)cc1,4,·,-7,·,·,·,-2,3
CCOC(=O)N1CCN(C(=O)CCc2ccc(S(=O)(=O)NC(C)C)cc2)CC1,·,7,1,15,1,-12,-11,·
O=C(NCC[C@@H]1CC[C@@H](NC(=O)C2CCCCC2)[C@@H](CO)O1)c1cc(Cl)cc(Cl)c1,2,5,3,-23,1,-8,7,·
C[n+]1ccccc1/C=C1\Sc2ccccc2N1CCO,-3,20,0,15,-1,-20,-3,-6
CC(C)NC(=O)C1CCN(C2CCN(Cc3cn[nH]c3-c3ccccc3)CC2)CC1,-5,5,·,26,-26,-37,0,1
COC(=O)C(C(=O)OC)[C@@H]1C=C[C@H](C[N+](=O)[O-])N(C(C)=O)C1,·,-3,2,-14,1,7,0,2
CC1(C(=O)NS(=O)(=O)C2CC2)CCN(C(=O)c2c(F)cccc2F)C1 (configuration not stated),9,4,-2,8,-2,-1,2,·
CC(C)(C)c1ccc(CCC(CC(=O)O)CC(=O)O)cc1,-10,5,-1,-13,1,9,-3,·
O=c1oc(=O)c2ccccc2c2ccccc12,·,5,-1,-9,-3,8,4,-3
O=C(C1=C[C@H](c2ccccc2)C[C@H](OCc2ccc(CO)cc2)O1)N1CCOCC1,0&-11,11&-1,-2&-1,-6&-27,2,-3,6,6
CC=Cc1ccc2n(c1=O)C[C@@H]1[C@@H](CO)[C@H](C(=O)N3CCc4ccccc4C3)[C@H]2N1Cc1cocn1 (mixture of isomers),-7,7,0,6,0,-12,-8,2[16.7 µM]
C/C=C/c1ccc([C@H]2[C@@H](CO)N(CCC)[C@H]2CNC(=O)CN2CCOCC2)cc1,·,-10,·,·,-1,-1,-2,·
COc1ccc(NC(=O)c2sc(N3CCOCC3)nc2-c2ccccc2)c(OC)c1,0,·,2,21,·,-5,8,-4
CCn1nnnc1SCC(=O)N1c2ccccc2NC(=O)CC1C (configuration not stated),6,-2,0,-7,-1,1,-1,-6
COc1cc(C)ccc1OCc1cc(C(=O)N(Cc2nccn2C)C(C)C)no1,-1,-92,-2,-223,3,-46,6,38
O=C(COC(=O)CCS(=O)(=O)c1ccccc1)Nc1ccccc1,-16,-6,-1,-7,2,-21,-5,6
O=C(Nc1ccc(F)c(Cl)c1)C1Cc2c(-c3ccc4c(c3)OCO4)ccnc2O1 (configuration not stated),-6,26,1,7,5,-13,15,2
COC(=O)[C@@]12C[C@@H](CC(=O)NCCC(C)C)C(=O)N(Cc3ccccc3)C1=CCC(C)(C)C2,·,-22,·,6,3,-2,-5,·
C/C=C(\NC(C)=O)c1ccccc1,5,6,1,-11,-3,3,5,-2
CCS(=O)(=O)c1nc(S(=O)(=O)c2ccc(Cl)cc2)c(N2CCN(CCO)CC2)s1,6,12,21,16,-1,9,0,-10
O=C(NNC1=C(C(=O)C(F)(F)F)CCC1)c1ccc(Br)cc1,0,·,-4,·,-1,-13,·,-7
C[C@@H]1CN([C@@H](C)CO)C(=O)CCCn2nncc2CO[C@H]1CN(C)Cc1cccc2c1OCCCO2,-2&-14,1&1&3,2&0&15,2&-12,-10&-1,4&-5,8&-8,-4
O=C(CSc1nnc(CNC(=O)c2ccccc2F)o1)NC1CCCCC1,-3,·,1,-10,4,2,-17,1
CC1CCCC(C)N1/N=C/c1ccc(C#N)cc1 (configuration not stated),-3,-2,·,25,-3,0,-12,·
CCOCCOCN(C#N)c1nc(OC)nc(N(C)C)n1,5,·,1,·,·,·,-5,4
COc1cc(C(=O)NNC(=O)COc2ccc(Cl)cc2)ccc1OCC(=O)N1CCOCC1,2,1,2,-7,2,18,8,2
Cc1cc(OCC(=O)Nc2ccncc2)ccc1Cl,-17,-15,2,-6,-5,-1,-16,-4
CCOC(=O)Nc1cc(NC(=O)OCC)c(C)nc1C,-3,-2,·,10,-4,-4,6,·
COc1ccc(SCc2noc(C(=O)NCC3CCCO3)c2C(=O)O)cc1 (configuration not stated),·,3,12,-25,-1,12,4,·
O=C(Cn1c(=O)n(CC2CCCO2)c(=O)c2ccccc21)c1ccc(Cl)c(Cl)c1 (configuration not stated),-10,·,1,·,·,·,-18,6
COc1cc(NC(=O)C2CCCCC2)c2ncccc2c1,-5,·,-15,·,·,-8,·,-3
O=C1CCc2cc(S(=O)(=O)Nc3ccccc3)cc3c2N1CCC3,0,3,·,-6,1,11,-1,88
CN(CC(=O)Nc1ccccc1Cl)CC(=O)N1CCc2ccccc21,3,-7,3,2,-4,3,-1,-5
N#CCCCn1c(=O)oc2ccccc21,·,-12,·,9,-3,10,7,·
CCOC(=O)c1sc2nc(C)nc(NCCc3ccc(S(N)(=O)=O)cc3)c2c1C,5,0,-3,1,2,-28,-17,-2
Cc1cc(C)c(C(CC(=O)c2cccs2)C(C#N)C#N)c(C)c1 (configuration not stated),·,-102,·,-167,1,·,4,·
CC(C)NC(=O)Nc1ccc2c(c1)C(=O)N([C@@H](C)CO)C[C@@H](C)[C@@H](CN(C)Cc1ccncc1)O2,0,-1,18,-10,27,-18,·,-1[16.7 µM]
CCN(CC)C(=O)COc1ccc2c3c(c(=O)oc2c1)CCCC3,-10,-11,-1,15,1,-9,2,-3
Cc1ccccc1NC(=O)CSc1nnc(Cc2ccccc2)o1,6,·,-2,-3,·,·,10,7
O=C(O)c1cc(-c2ccc(N3CCOCC3)cc2)nn1-c1ccccc1Cl,·,1,·,-4,2,3,·,·
C[C@@H]1CCCCO[C@@H](CN(C)Cc2ccc3c(c2)OCO3)[C@@H](C)CN([C@H](C)CO)C(=O)c2cc(NC(=O)Nc3ccc(F)cc3)ccc2O1,8,-11,56,16,0,-10,·,-5[16.7 µM]
